KinaseGlo FLuc: counter-screen: inhibitors of Kinase-Glo firefly luciferase; AID 1379; Potency, µM (titrated, usually from 38.3 µM), inactives show at the highest dose activity change, negative = inhibition, most hits filed as inhibitors; Kinase-Glo luciferase, ATP luminescence, 8 min; hit rate 0.28% among 200,000; further: on the % scale 0 is the no-effect control and ±100 the full control effect; nearly all actives have a fitted effect of over 60% in size
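Kinase-Glo luciferase light output from ATP and luciferin was measured with 10 uM ATP, within the enzyme's linear range. Buffer: 50 mM imidazole pH 7.2, 50 mM KCl, 7 mM MgCl2, 0.01% Tween 20, 0.05% BSA; luminescence read after 8 min at ambient temperature.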
RECQ1 helicase: blocks DNA unwinding by human RECQ1; RECQ1 DNA unwinding, red fluorescence kinetic read; Potency, µM (titrated, usually from 57.3 µM), for the others: at the highest dose activity, negative = inhibition, most hits filed as inhibitors; AID 2549; P46063; hit rate 0.54% among 240,000;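 further: plate controls were vehicle for no effect and no enzyme for full effect; nearly all actives have a fitted effect of over 30% in size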
Target sequence (P46063 whole entry, looked up): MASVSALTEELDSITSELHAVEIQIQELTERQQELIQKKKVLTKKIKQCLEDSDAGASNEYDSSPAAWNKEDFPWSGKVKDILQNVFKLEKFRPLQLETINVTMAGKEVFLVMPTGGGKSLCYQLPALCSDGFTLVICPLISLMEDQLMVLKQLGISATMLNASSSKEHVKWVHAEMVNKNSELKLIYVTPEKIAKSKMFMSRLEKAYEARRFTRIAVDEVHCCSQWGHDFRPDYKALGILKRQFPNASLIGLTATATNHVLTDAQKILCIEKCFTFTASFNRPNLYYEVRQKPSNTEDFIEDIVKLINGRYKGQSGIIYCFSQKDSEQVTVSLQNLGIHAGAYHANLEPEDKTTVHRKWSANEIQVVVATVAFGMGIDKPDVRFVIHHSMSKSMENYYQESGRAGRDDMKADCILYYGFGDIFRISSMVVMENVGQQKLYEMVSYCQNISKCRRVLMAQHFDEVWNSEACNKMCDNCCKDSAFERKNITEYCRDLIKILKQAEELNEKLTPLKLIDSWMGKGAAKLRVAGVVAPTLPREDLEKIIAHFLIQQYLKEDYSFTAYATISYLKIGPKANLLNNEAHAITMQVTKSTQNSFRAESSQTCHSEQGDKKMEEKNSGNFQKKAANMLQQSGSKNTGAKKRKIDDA
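RECQ1T1 50 nM; forked duplex (20 bp + 30-nt ss tails) 200 nM, ATP 2 mM final; pH 8.0, 2 mM MgCl2, 2.5 ug/ml poly(dI-dC); 15 min compound preincubation; discontinuous kinetic read over 2 h at RT.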
Epigenetic derep: regulators of epigenetic silencing causing reporter derepression in mouse cells; Potency, µM (top dose mostly 53.9 µM), for inactives: at the highest dose GFP activation, actives largely listed as activators; murine LDR cells, GFP reporter derepression, 30 h; hit rate 0.2% among 280,000; further: % of control where 0% means no effect; nearly all actives have a fitted effect of over 60% in size
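Murine LDR cells bearing a silenced CMV-driven GFP reporter were exposed to compound for 30 h at 37 C. After PBS washes, GFP-positive cells (20-120 um objects) counted by laser-scanning microplate cytometry.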
SMN2 splice up: SMN2 splice variant enhancement | HEK293 SMN2-luciferase splicing reporter, luminescence, 30-36 h | Potency, µM (highest dose often 46.1 µM), without a hit: at the highest dose activity change, positive = activation, most hits filed as activators | hit rate 2.8% among 210,000 | AID 1458; further: % of control where 0% means no effect; nearly all actives have a fitted effect of over 55% in size
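HEK293 cells carry an SMN2 […]–luciferase reporter in which exon 7 inclusion puts luciferase in frame. Cells were plated 10-12 h before compound addition, then incubated 30-36 h at 37C. ONE-Glo luminescence was read; sodium butyrate at 4.5 mM final served as control.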
* = called active by the depositor; i = inactive; ? = inconclusive; . = not tested or not shown; [ ] = another dose, or the depositor's remark. The call rests on the fitted dose curve; in most records, active means well fitted curve in the direction sought with a large enough effect; inconclusive means small, poorly fitted or top-dose-only effect, or another doubt; inactive means no such curve, though single readings can be large; an effect the other way counts as inactive or inconclusive. Potency means the concentration at half of the fitted maximal effect. A portion of the library; the hit share may differ from the screen's.

Fields – SMN2 splice up	RECQ1 helicase	Epigenetic derep	KinaseGlo FLuc
> CCCCCCCCCCCCCCCC(=O)OC[C@@H](COP(=O)([O-])OCC[N+](C)(C)C)OC(=O)CCCCCCCCCCCCCCC
→ .	9%	.	.
> CCC[C@@H]1NC(=O)[C@@H](NC(C)=O)CSSC[C@@H](C(N)=O)NC(=O)CNC(=O)[C@H](Cc2c[nH]c3ccccc23)NC(=O)[C@H](CCCN=C(N)N)NC(=O)[C@H](Cc2ccc3ccccc3c2)NC(=O)[C@H](Cc2cnc[nH]2)NC(=O)[C@H](CCCN=C(N)N)NC1=O
→ .	17%	.	.
> CC[C@]1(c2ccccc2)NC(=O)NC1=O
→ .	1%	.	.
> C=C1C=CS(=O)(=O)N(C(C)C(=O)OC)C1 (stereo not drawn)
→ .	?	.	.
> COC(=O)CN1CCC(=O)c2ccccc2S1(=O)=O
→ .	3%	.	.
> CCCN1CCC(=O)N(CCSc2ccc(Br)cc2)CC1
→ .	i	.	.
> CCCCN1CCC2C=CCC(C(=O)O)C2C1=O (stereo not drawn)
→ .	i	.	.
> CC1CC=CC2C1C(=O)N(Cc1ccccc1)C2c1ccc(/C=C/c2ccccc2)cc1F (stereo not drawn)
→ .	-5%	.	.
> OCCc1ccccc1
→ .	1%	.	.
> CSCC[C@H](NC(=O)[C@H](CC(C)C)NC(=O)CNC(=O)[C@H](Cc1ccccc1)NC(=O)[C@H](Cc1ccccc1)NC(=O)[C@H](CCC(N)=O)NC(=O)[C@H](CCC(N)=O)NC(=O)[C@@H]1CCCN1C(=O)[C@H](CCCCN)NC(=O)[C@@H]1CCCN1C(=O)[C@@H](N)CCCN=C(N)N)C(N)=O
→ .	-14%	.	.
> C[C@@H](O)[C@@H]1NC(=O)[C@H](CCCCN)NC(=O)[C@H](Cc2c[nH]c3ccccc23)NC(=O)[C@H](Cc2ccccc2)NC(=O)[C@H](Cc2ccccc2)NC(=O)[C@H](CC(N)=O)NC(=O)[C@H](CCCCN)NC(=O)[C@@H](NC(=O)[C@@H]2CCCN2)CSSC[C@@H](C(=O)N[C@@H](CCCCN)C(=O)O)NC(=O)[C@H](CO)NC(=O)[C@H](CO)NC(=O)[C@H](Cc2ccccc2)NC1=O
→ .	-3%	.	.
> CCCC[C@@H]1CCCO[C@@](C(=O)NCc2ccccn2)(C(F)(F)F)C1
→ .	i	.	.
> NC(Cc1ccccc1)C(O)c1ccco1 (stereo not drawn)
→ .	i	.	.
> CC(C)(C)OC(=O)N[C@@H](Cc1c[nH]c2ccccc12)C(=O)O
→ .	-3%	.	.
> COc1ccc(-c2ccc(N(C)C)cc2)cc1C1C2C=CCC(C)C2C(=O)N1Cc1ccccc1 (stereo not drawn)
→ .	-5%	.	.
> Cc1ccc2c(c1)c(CC(NC(=O)c1ccccc1Oc1ccccc1)C(=O)O)cn2C(=O)OCc1ccccc1 (stereo not drawn)
→ .	?	.	.
> CC(C)=CC(=O)Oc1ccc(C(=O)N(C)c2ccccc2I)cc1
→ .	-6%	.	.
> O=C1OC2(c3ccccc31)c1cc(I)c(O)c(I)c1Oc1c2cc(I)c(O)c1I
→ .	28µM*	.	.
> N[C@@H](CSSC[C@H](N)C(=O)O)C(=O)O
→ .	-12%	.	.
> O=C(O)c1ccccc1-c1c2cc(Br)c(=O)c(Br)c-2oc2c(Br)c(O)c(Br)cc12
→ .	32µM*	.	.

Full records, looked up by structure:
Listed for CC(C)=CC(=O)Oc1ccc(C(=O)N(C)c2ccccc2I)cc1 : SMN2 splice up: .; RECQ1 helicase: -6%; Epigenetic derep: .; KinaseGlo FLuc: .
Listed for CCCCN1CCC2C=CCC(C(=O)O)C2C1=O (stereo not drawn) : SMN2 splice up: .; RECQ1 helicase: i; Epigenetic derep: .; KinaseGlo FLuc: .

The listing continues.
Fields – SMN2 splice up	RECQ1 helicase	Epigenetic derep	KinaseGlo FLuc
> CN1CCc2ccc3c4c2[C@]1(C)Cc1cccc(c1-4)OCO3
→ .	43%[activator]	.	.
> COC(=O)c1ccc([C@@H](O)[C@H](C)C(=O)CC(=O)OC(C)(C)C)cc1
→ .	i	.	.
> O=C(O)c1ccccc1O[C@@H]1O[C@H](C(=O)O)[C@@H](O)[C@H](O)[C@H]1O
→ .	-5%	.	.
> OC[C@H]1OC(O)[C@@H](O)[C@@H](O)[C@@H]1O (stereo partly drawn)
→ .	-10%	.	.
> Cc1cc(C)c(S(=O)(=O)Nc2ccc(C(=O)O)c(O)c2)cc1C
→ .	.	-3.6%	-4%
> CC(CN(C)C)NC(=O)c1ccc(-n2c(=O)c(=O)[nH]c3ccccc32)cc1 (stereo not drawn)
→ .	.	-4.0%	-3%
> CCc1ccc(S(=O)(=O)Nc2ccc(O)c(C(=O)O)c2)cc1
→ .	.	-2.5%	-1%
> CCNC(=O)[C@@H]1CCCN1C(=O)[C@H](CCCN=C(N)N)NC(=O)[C@H](CC(C)C)NC(=O)[C@@H](CC(C)C)NC(=O)[C@H](Cc1ccc(O)cc1)NC(=O)[C@H](CO)NC(=O)[C@H](Cc1c[nH]c2ccccc12)NC(=O)[C@H](Cc1cnc[nH]1)NC(=O)[C@@H]1CCC(=O)N1
→ .	.	-0.8%	-2%
> CCOc1ccc(NS(=O)(=O)c2ccc(C)c(C(=O)O)c2)cc1
→ .	.	5.3%	0%
> CC(C)N(CCNC(=O)c1ccc(-n2c(=O)c(=O)[nH]c3ccccc32)cc1)C(C)C
→ .	.	5.7%	0%
> CN(C)CCNC(=O)c1ccc(-n2c(=O)c(=O)[nH]c3ccccc32)cc1
→ .	.	-5.5%	0%
> Cn1c(O)c(N=N/C(=N/c2ccccn2)c2ccccn2)c2cc(Br)ccc21
→ .	.	-1.8%	-6%
> COc1cc(/C=N/NC(=O)c2cc(-c3ccccc3)n[nH]2)cc(OC)c1OC
→ .	.	4.1%	-2%
> COc1ccc(-c2cc(C(=O)N/N=C\c3cc(OC)c(OC)c(OC)c3)[nH]n2)cc1
→ .	.	?	-3%
> Cc1[nH]c(C(=O)N2CCCCC2)c(C)c1C(=O)NC1CCCCC1
→ .	.	-2.9%	-5%
> CC1CCN(c2nc3ccccc3nc2C(C#N)S(=O)(=O)c2ccccc2)CC1 (stereo not drawn)
→ .	.	?	-2%
> O=C(c1ccc(-n2c(=O)c(=O)[nH]c3ccccc32)cc1)N1CCCN(Cc2ccccc2)CC1
→ .	.	-1.8%	-4%
> Cc1cccn2c(=O)c3cc(C#N)c(=NC(=O)c4ccccc4)n(Cc4ccco4)c3nc12
→ .	.	-0.4%	-7%
> Cc1ccc(C2C=C(c3ccc(Cl)cc3)Nc3nc(NC(=O)c4ccco4)nn32)cc1 (stereo not drawn)
→ 1%	.	-0.8%	.
> COc1ccccc1CNC(=O)C1CCN(c2nnc(C)c3c(C)n(-c4ccccc4)nc23)CC1
→ -3%	.	-3.4%	.

Three entries drawn at random from the list so far:
Fields – SMN2 splice up	RECQ1 helicase	Epigenetic derep	KinaseGlo FLuc
> COC(=O)CN1CCC(=O)c2ccccc2S1(=O)=O
→ .	3%	.	.
> CN(C)CCNC(=O)c1ccc(-n2c(=O)c(=O)[nH]c3ccccc32)cc1
→ .	.	-5.5%	0%
> Cc1ccc2c(c1)c(CC(NC(=O)c1ccccc1Oc1ccccc1)C(=O)O)cn2C(=O)OCc1ccccc1 (stereo not drawn)
→ .	?	.	.

Other results.
Fields – SMN2 splice up	RECQ1 helicase	Epigenetic derep	KinaseGlo FLuc
> COc1ccc(NC(=O)CCCSc2nc(-c3ccco3)cc(C(F)(F)F)n2)cc1
→ -3%	.	0.0%	.
> Cc1ccc(Cl)cc1NC(=O)C(C)n1nnc2sc3c(c2c1=O)CCCC3 (stereo not drawn)
→ -2%	.	1.7%	.
> Cc1cccc(-c2nc3nc(C)cc(N4CCN(c5ccccc5)CC4)n3n2)c1
→ 2%	.	-1.5%	.
> Cc1ccc(NC(=O)c2c(C)nc3sc(C(=O)Nc4ccc(F)cc4)c(N)c3c2-c2ccc(C)o2)c(C)c1
→ -4%	.	22µM*	.
> Cc1ccc(N(CC(=O)Nc2ccc(C)c(Cl)c2)S(=O)(=O)c2cccs2)cc1
→ -14%	.	-2.1%	.
> COc1cccc(CCNC(=O)c2c(O)nc3ccccn3c2=O)c1
→ -1%	.	0.8%	.
> O=C(Cn1nnc(-c2ccc(C(F)(F)F)cc2)n1)NCCc1ccccc1
→ 4%	.	3.0%	.
> COc1ccccc1NC(=O)c1sc2nc(C)c(C(=O)Nc3ccc(C)cc3C)c(-c3ccc(Br)cc3)c2c1N
→ -4%	.	-1.0%	.
> Cc1cccc(-c2nc3c4ccccc4nc(NCc4ccc(F)cc4)n3n2)c1
→ 29%	.	0.8%	.
> COc1ccc(Cl)cc1NC(=O)Cn1c(=O)n(Cc2ccco2)c(=O)c2cccnc21
→ -13%	.	1.1%	.
> COCCNC(=O)CCc1nc2cccnc2n1Cc1ccc(OC)cc1
→ -21%	.	-2.0%	.
> COc1ccc(NC(=O)c2oc3ccccc3c2NC(=O)Cc2cccs2)c(OC)c1
→ 11%	.	3.5%	.
> CC12CN3CC(C)(CN(C1)C3c1ccc(OCc3ccccc3)cc1)C2=O (stereo not drawn)
→ 6%	.	-0.8%	.
> COc1ccc(OCCn2c(C(C)Oc3ccccc3)nc3ccccc32)cc1 (stereo not drawn)
→ -23%	.	0.8%	.
> CC(=O)c1ccc(NS(=O)(=O)c2c(C)nc3scc(C)n3c2=O)cc1
→ -22%	.	2.1%	.
> O=C(CCCCn1c(=O)c2ccccc2n(Cc2cccc(F)c2)c1=O)NCCc1ccccc1
→ 0%	.	-1.8%	.
> CCOc1ccc(C(=O)Nc2onc3c2CCCC3)cc1
→ 2.8µM*	.	0.0%	.
> Cc1nc2nc(NCc3ccccc3Cl)[nH]n2c(=O)c1Cc1ccccc1
→ -2%	.	-1.9%	.
> COc1ccc(NC(=O)c2nnn(Cc3ccc(Br)cc3F)c2N)c(OC)c1
→ 1%	.	2.2%	.
> Cc1ccc(N2CCN(C(=O)CCc3c(C)nc4ncnn4c3C)CC2)c(C)c1
→ -56%[inhibitor]	.	0.8%	.
> COc1ccc(CCNc2nc(-c3ccc(F)cc3)cc(C(F)(F)F)n2)cc1OC
→ 2%	.	-2.2%	.
> COc1ccc(-n2nc(C(=O)N3CCN(c4cccc(C(F)(F)F)c4)CC3)c3c4ccccc4n(C)c3c2=O)cc1Cl
→ 15%	.	-2.1%	.
> Cc1ccc(C)n1-c1nnc(N2CCCC(C(=O)Nc3ccc(C(C)C)cc3)C2)s1 (stereo not drawn)
→ -4%	.	-1.4%	.
> Cc1cccc(-c2nc3c(cnn3-c3ccccc3)c(=O)n2-c2cccc(Cl)c2)c1
→ -5%	.	-1.6%	.
> COc1ccc(-c2ccc3c(N)c(C(=O)NCc4ccc(C)cc4)sc3n2)cc1
→ ?	.	3.8%	.
> Cc1ccc(NC(=O)CC2Sc3ccccc3NC2=O)c(Br)c1 (stereo not drawn)
→ -2%	.	1.1%	.
> CCCNC(=O)CSc1nc2nc(C)c(Cc3ccccc3Cl)c(C)n2n1
→ -6%	.	0.0%	.
> CCOc1ccc(-c2nonc2NC(=O)c2oc3cc(C)ccc3c2C)cc1
→ -9%	.	-5.5%	.
> CCN1C(=O)c2ccccc2S(=O)(=O)c2ccc(C(=O)NCc3ccc(OC)cc3)cc21
→ 11%	.	-1.1%	.
> Fc1ccccc1Cc1cn2cc(-c3ccc(Cl)cc3)nc2s1
→ ?	.	-1.0%	.
> CCc1nn(CC(=O)Nc2ccc(C)cc2C)c(=O)c2cc3sccc3n12
→ 10%	.	2.7%	.
> CC1CCCCN1C(=O)Cn1c(=O)n(-c2ccc(Cl)cc2)c(=O)c2c3c(sc21)CCC3 (stereo not drawn)
→ -3%	.	7.3%	.
> COCCCNC(=O)c1cc2c(=O)oc3ccc(C)cc3c2s1
→ 11%	.	1.1%	.
> CCc1ccccc1N(C)C(=O)c1cc2c(s1)-c1c(C)cccc1OC2
→ -11%	.	0.8%	.
> Cc1ccn2c(Nc3ccc4c(c3)OCO4)c(-c3ccc(Cl)cc3)nc2c1
→ -5%	.	4.5%	.

Compound activity as filed in PubChem BioAssay.
